WT yeast gro inh: growth inhibition of WT yeast, mitochondrial fusion screen; 2.1% of 190,000 active; inhibition, % at 10 µM; mitochondrial fusion phenotypic screen, WT strain; in the data active = inhibition above about 58%; tested in S. cerevisiae
Autophagy HCS: modulators of autophagy; MEF GFP-LC3 puncta imaging; test concentration mostly 10 µM; calls only at 10 µM (by protocol); 0.98% of 190,000 active; AID 463193;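 active = percentage of spot-positive cells more than 3 SD above its plate mean, without a fluorescence outlier flag or 80% toxicity; inconclusive = no clear call, values can overlap the other calls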;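 note: spot-positive cell cutoff set from DMSO-treated cells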
Insulin prom up: MIN6 insulin promoter up-regulation; z-score at 5 µM; MIN6 insulin promoter-GFP reporter, high-content imaging; hits give high values; AID 1625; 0.3% of 190,000 active;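 active = z-score above 3 at 5 µM with at least 500 cells counted in the well; inconclusive = wells under 500 cells, flagged as cytotoxic or low count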
Yfh1-depleted yeast: mitochondrial function rescue without frataxin homolog – Friedreich's ataxia, plus single-dose screen, dose response (AID 1465). S. cerevisiae Yfh1-off respiration, WST-1 reduction, 72 h; higher fold induction means a stronger effect. fold induction at 50 µM; hits with a dose series show EC50 in µM. 0.074% of 220,000 active;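 active = fold induction of absorbance versus untreated yeast above a set limit, then at least 30% activation at any dose in follow-up; inconclusive = repeats straddling the limit, or above it without dose testing; inactive = fold induction below the set limit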;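 note: activators that raise dye reduction in frataxin-depleted yeast; strong numbers were not always called active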
Dynein cargo inh: dynein cargo transport inhibition | 3617.4 mouse cells, GR-EGFP nuclear translocation imaging; test concentration mostly 20 µM; stimulated with dexamethasone, 1 µM; hits give low values | z-score, hits read low | 0.47% of 220,000 active | AID 1381;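 active = plate z-score of nuclear minus cytoplasmic receptor signal below a set negative limit, without overly bright fluorescence or cell loss, cut at about -3.5 in these data, passing the limit was not always enough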;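 note: z-score of nuclear minus cytoplasmic ring GR-EGFP intensity difference per well; some compounds called inactive have numbers as strong as hits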
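Also added – dexamethasone, 1.0 µM final · Buffer or medium – tet-free, stripped-serum medium · Schedule – induction 48 h, compound 1 h, agonist 30 min · Detection – formaldehyde fixation, Hoechst nuclear stain, 10x automated fluorescence imaging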
MT stabilize HCS: microtubule stabilization, imaging screen; HeLa tubulin immunostaining HCS, 24 h; share of cells brighter than vehicle mean+2SD; % tubulin-high responders, % at 10 µM; 0.83% of 200,000 active; AID 2205;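 active = plate Z-score above 3 for both tubulin-high and condensed-nucleus cell shares, with cell loss under 80%, at 10 µM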;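 note: anti alpha tubulin signal scored within the nucleus-defined area of each cell; some results filed as inactive read as strong as hits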
NOD2 inhibition: NOD2 signaling inhibitors, cell-based, luminescence, uHTS, HEK293 (AID 1566) | 0.63% of 290,000 active | inhibition, % at 4 µM, or EC50 in µM where a hit was titrated | HEK293 NOD2/NF-kB luciferase reporter, luminescence; higher % means a stronger effect; in the data active = inhibition above about 50%; note: many of its hits are not listed in these tables
Lipid droplet: modulators of hepatic lipid droplet formation; AML12 mouse hepatocytes, oleate lipid droplets, BODIPY imaging; inhibition, % at 6.5 µM; 0.4% of 240,000 active; AID 1656;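 active = lipid droplet intensity inhibited by at least 50%, with more than 500 cells counted; inconclusive = wells with under 300 cells, treated as cytotoxic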
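Assay system: AML12 hepatocytes (mouse) / Also added: 100 µM oleic acid challenge / Times: overnight treatment with compound plus oleate / Detection: high-content imaging of BODIPY-stained droplets and DAPI nuclei / Evaluation: % inhibition of lipid droplet signal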
b-catenin transl: alters nuclear translocation of beta-catenin in HeLa cells; immunofluorescence imaging; nuclear translocation activity, % at 5 µM; 0.3% of 190,000 active;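 active = nuclear translocation activity above 50% at 5 µM, with a well cell count of 50 or more; inconclusive = wells under 50 cells across six images, flagged as toxic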;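 note: per-cell ratio of nuclear to cytoplasmic median beta-catenin stain intensity; plate controls were DMSO negative control for no effect and GSK-3 inhibitor IX positive control for full effect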
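Read-out: Nuclear/cytoplasmic beta-catenin signal ratio, % activation | Assay system: Human HeLa cell line | Times: 24 h compound exposure at 37°C, 5% CO2 | Signal: Fluorescence imaging of beta-catenin antibody stain plus DAPI | Dosing: 5 µM primary, 0.02–20 µM confirmation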
WT yeast gro inh mutant strain: further read-out of WT yeast gro inh, marked with its call; inhibition, %; mitochondrial fusion phenotypic screen, mutant strain inhibition
Dynein cargo inh cytoplasmic EGFP: recorded beside Dynein cargo inh, whose call it bears; z-score; measured here: cytoplasmic GR-EGFP intensity; hits give high values
Dynein cargo inh nuclear GR-EGFP: further read-out of Dynein cargo inh, marked with its call; z-score; measured here: nuclear GR-EGFP intensity;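 lower value marks the stronger effect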
Dynein cargo inh cell count: further read-out of Dynein cargo inh, marked with its call; z-score; measured here: cell count per field
Insulin prom up cell count: second read-out of Insulin prom up, no call of its own (marks repeat the call); cell count; measured here: cytotoxicity, nuclei count;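 total cells summed across four imaged fields per well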
Lipid droplet cells 6.5 µM: second read-out of Lipid droplet, no call of its own (marks repeat the call); cell count; measured here: cell count, cytotoxicity flag;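 cells counted across two imaged fields per well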
b-catenin transl cell count 5 µM: recorded beside b-catenin transl, whose call it bears; cell count; measured here: cell count, cytotoxicity flag
MT stabilize HCS Hoechst-high %: further read-out of MT stabilize HCS, marked with its call; % Hoechst-high responders; measured here: nuclear condensation Hoechst responders;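 share of cells brighter than vehicle mean plus two SD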
MT stabilize HCS cytotoxicity %: second read-out of MT stabilize HCS, no call of its own (marks repeat the call); toxicity, %; measured here: cytotoxicity by cell density;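 0% = mean cell density of plate MIN control wells and 100% = no cells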
Autophagy HCS cell loss 18 h: second read-out of Autophagy HCS, no call of its own (marks repeat the call); toxicity, %; measured here: cell loss, nuclei count;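 cell loss after 18 h compound exposure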
An asterisk follows results filed as active; i = inactive; u = inconclusive; x = no result given.

SMILES	WT yeast gro inh	WT yeast gro inh mutant strain	Autophagy HCS	Autophagy HCS cell loss 18 h	Insulin prom up	Insulin prom up cell count	Yfh1-depleted yeast	Dynein cargo inh	Dynein cargo inh cytoplasmic EGFP	Dynein cargo inh nuclear GR-EGFP	Dynein cargo inh cell count	MT stabilize HCS	MT stabilize HCS Hoechst-high %	MT stabilize HCS cytotoxicity %	NOD2 inhibition	Lipid droplet	Lipid droplet cells 6.5 µM	b-catenin transl	b-catenin transl cell count 5 µM
O=C1c2ccncc2C(=O)N1Cc1cccc(Cl)c1	-5.9	7.4	i	13.0	0.17	1265	i	0.599	-0.303	0.426	-0.373	2.7	2.0	5.2	-10.5%	x	x	3.7	1380
Cc1c(Cl)cccc1NC(=O)CNc1cccc(S(=O)(=O)N(C)C)c1	-19.2	11.5	i	-1.8	-0.48	1363	i	-0.592	-0.242	-0.611	0.439	4.6	3.6	8.0	3.7%	-20.8	591	2.1	906
Cc1cccc(NC(=S)N(Cc2cccs2)Cc2cc3cc(C)cc(C)c3[nH]c2=O)c1	12.1	-14.7	i	2.5	-1.1	979	i	0.678	-0.0463	0.135	-0.851	4.1	2.0	3.7	-46.0%	-27.3	562	1.1	1088
COc1ccc(C(=O)N2CCN(S(=O)(=O)c3ccc(C)cc3)CC2)cc1S(=O)(=O)N1CCOCC1	x	x	x	x	-0.06	954	i	-0.039	-0.844	-0.231	-0.365	x	x	x	12.9%	12.4	720	-0.2	1377
Nc1nc(Cl)cc(N2CCC(c3cc(-c4ccc(Cl)cc4)n[nH]3)CC2)n1	11.7	0.0	i	14.0	x	x	i	3.23	-0.0913	0.878	-1.5	1.6	0.9	1.0	27.8%	x	x	x	x
O=C(COc1cc(F)ccc1[N+](=O)[O-])Nc1cccc(Br)c1	10.6	6.1	i	15.2	-0.21	1492	i	-0.587	0.13	-0.0986	0.474	2.0	1.1	3.6	-59.3%	x	x	-0.2	1586
COc1ccc(-c2ccc(/C=N/NC(=O)Cc3nnc(N)s3)o2)cc1Cl	x	x	x	x	-0.1	1371	i	0.705	-0.227	-0.0638	-1.17	x	x	x	3.8%	10.5	694	-1.2	1144
COc1ccc2nc(SCCC(=O)O)cc(C)c2c1	x	x	x	x	0.19	1211	i	-0.4	-0.271	-0.088	0.883	x	x	x	11.0%	6.5	787	-0.5	1334
CSc1ccccc1NC(=O)CSCc1ccccc1Br	33.7	10.4	i	9.5	-1.28	1405	x	-0.333	-0.183	-0.257	0.00399	0.6	1.0	8.6	5.7%	x	x	-0.2	1429
CC(C)NC(=O)CC(=O)N/N=C/c1c(F)cccc1Cl	-3.6	-3.6	i	-20.5	0.31	1601	i	0.143	-0.23	0.359	-0.308	1.4	1.1	4.7	10.7%	-0.7	716	-0.1	1463
CC(=O)OCc1c(C(F)(F)F)nn(C)c1Sc1ccccc1	-27.7	-15.7	i	-2.3	-0.11	1576	i	-0.571	-0.236	-0.575	0.265	1.3	2.3	8.9	22.4%	x	x	-1.0	1349
COCc1cc(C)nc(SCC[N+](C)(C)CC(=O)Nc2cccc(C(F)(F)F)c2)c1C#N	11.8	1.1	i	13.0	2.42	1206	i	0.443	-0.0623	-0.107	-1.56	3.6	2.5	0.8	-5.0%	21.1	664	3.7	1099
COc1ccc(O)c(C(=O)c2cc(SCC(=O)O)c3nc4sc5c(c4c(=O)n3c2)CCCC5)c1	x	x	x	x	-0.47	1030	i	0.408	-0.758	0.0276	-0.623	x	x	x	-8.3%	3.0	633	1.5	1345
CCOC(=O)C1C(c2ccc(O)c(OC)c2)NC(=S)NC1(O)C(F)(F)F (stereo not drawn)	4.2	-8.7	i	7.6	0.47	1370	i	-0.463	-0.296	-0.624	0.559	1.5	2.6	0.7	20.7%	10.9	622	-3.6	591
Cc1ccc(CCNC(=O)C2CCCN(S(=O)(=O)c3c(C)noc3/C=C/N(C)C)C2)cc1 (stereo not drawn)	9.8	5.0	i	5.0	-0.2	814	i	-0.552	-0.256	-0.161	0.367	7.2	2.6	9.2	-24.8%	x	x	x	x
CCn1c(SCC(=O)N2c3ccccc3CCc3ccccc32)nc2c1c(=O)n(C)c(=O)n2C	x	x	i	10.9	x	x	i	-0.586	-0.207	-0.0749	-0.19	2.5	1.5	2.4	x	x	x	x	x
CN1CCN(c2ccccc2NS(=O)(=O)c2ccc3c(c2)CCN3C(=O)C2CCC2)CC1	x	x	i	3.3	x	x	i	0.276	-0.152	0.897	0.944	3.5	1.5	12.1	x	x	x	x	x
O=C(CN1CCC(O)(c2cccc(F)c2)CC1)NCCc1c[nH]c2ccccc12	x	x	x	x	-0.85	1035	i	-0.624	-0.268	0.402	-0.221	x	x	x	6.4%	-16.8	627	-0.5	1312
COC(=O)CN1C(=S)N(Cc2ccccc2)C(=O)C1CC(=O)Nc1ccc(OC)cc1 (stereo not drawn)	16.1	1.7	i	14.5	x	x	i	0.405	-0.256	0.0927	-0.344	1.8	1.5	6.8	-16.2%	-35.8	414	0.5	954
COCCCNc1nnc(Cc2ccccc2)c2ccccc12	11.0	1.0	i	-1.0	-1.13	1402	i	-0.306	-0.279	0.103	0.347	8.2	1.6	11.2	20.3%	2.7	641	1.6	1049
O=C(/C=C/c1ccc(Cl)cc1)NC(=S)Nc1ccccc1C(=O)O	x	x	x	x	x	x	i	1.32	-0.212	1.24	-1.16	x	x	x	10.1%	-2.4	748	-0.1	1273
COC(=O)c1ccc(NC(=O)[C@H](C)NC(N)=O)cc1	x	x	x	x	0.38	1057	i	-0.831	-0.151	-0.0374	1.32	x	x	x	16.6%	8.2	737	-0.2	1272
CC1Cc2ccccc2N1C(=O)CSc1nnc(NC(=O)Cc2cccs2)s1 (stereo not drawn)	-1.1	-10.7	i	-4.7	0.31	1298	i	-0.144	3.62	0.573	0.465	1.6	0.9	6.5	22.2%	12.4	771	-3.0	1180
Cc1ccc(NC(=O)/C(C#N)=C/c2ccc(Sc3nc(C)cc(C)n3)o2)cc1	2.5	-4.4	i	-11.0	0.02	978	i	-1.12	0.428	0.112	1.24	2.5	1.6	8.5	-19.9%	-5.5	781	0.7	1041
CCOc1ccc(C(=O)NC(=S)Nc2ccc(NC(=O)c3ccco3)cc2)cc1[N+](=O)[O-]	-2.5	4.1	i	2.3	0.39	1405	i	0.109	-0.13	-0.0601	-0.595	1.7	3.6	4.9	-13.0%	0.9	704	3.3	1060
COc1ccc(-n2cnc3cc(NCc4cccs4)ccc32)cc1	13.6	6.3	i	-12.5	-1.32	842	x	-0.595	-0.0848	-0.177	0.946	2.6	2.3	9.7	-80.8%	x	x	-3.4	900
Cc1ccc(/C(O)=C2/C(=O)C(=O)N(Cc3cccnc3)C2c2ccccn2)cc1 (stereo not drawn)	1.3	7.9	i	3.9	-0.83	1189	i	-0.798	-0.239	-0.202	-0.451	1.1	2.3	6.3	4.3%	7.0	735	x	x
COC(=O)c1sccc1NC(=O)c1c(C)c(-c2cccc(Cl)c2)nc2ccccc12	38.1	3.3	i	-14.5	-0.57	1412	i	-0.519	-0.215	-0.35	0.153	4.7	1.8	12.0	13.9%	2.7	707	-0.1	1143
Fc1ccc(CSc2ccc(-c3ccc4c(c3)OCO4)nn2)cc1	16.4	4.6	i	4.5	0.45	1532	i	0.69	0.0703	0.583	0.17	1.8	2.1	6.9	-118.8%	11.0	514	1.3	1070
COc1ccc(C(NC(C)=O)c2cc(Cl)c3cccnc3c2O)cc1OC (stereo not drawn)	-8.0	-7.8	i	32.4	-0.38	1635	u	-1.34	-0.364	-0.457	1.05	7.2	2.0	0.4	32.9%	-0.4	659	2.3	884
O=C(CSc1ccc2c(c1)OCCO2)Nc1cccnc1Cl	-13.6	-10.8	i	-2.0	0.04	1373	i	-1.06	-0.22	-0.461	0.812	3.7	3.3	5.4	11.9%	2.3	702	-0.3	1142
O=C(CO/N=C/c1ccc2c(c1)OCO2)Nc1cccc(Br)c1	31.5	-4.8	i	-11.8	-0.81	1230	i	0.22	-0.185	0.39	-0.451	3.3	2.8	0.2	-11.9%	-2.3	608	0.8	909
CC1(C)Cc2nc(NC3CCCCC3)c(C#N)cc2CO1	-1.6	1.8	i	-5.9	0.96	1426	i	-0.0573	-0.344	-0.111	0.743	1.5	2.8	10.5	-13.1%	4.8	678	-0.4	1468
CC(=O)C1=C(C)OC2(O)c3ccccc3C(=O)C12O (stereo not drawn)	x	x	x	x	-0.64	1080	i	1.06	-0.241	1.14	-0.912	x	x	x	13.0%	-17.2	737	-0.5	1322
CS(=O)(=O)N1CCN(c2ccc([N+](=O)[O-])cc2C(F)(F)F)CC1	x	x	x	x	0.27	1135	i	-0.182	-0.164	-0.0539	-0.589	x	x	x	2.6%	6.7	671	0.0	1288
CCCCn1c(CN(Cc2ccccc2)Cc2ccccc2)nc2c1c(=O)n(C)c(=O)n2C	x	x	i	2.0	x	x	i	1.63	-0.125	0.901	-2.29	2.6	1.9	3.7	x	x	x	x	x

Source: PubChem BioAssay

These rows are one share of the data; rates above refer to the full screens.
